Screening data: PubChem BioAssay, several laboratories
NadD block – blocks S. aureus nicotinate mononucleotide adenylyltransferase | purified NadD enzyme, colorimetric absorbance read-out | inhibition, % at 20 µM | 360,000 tested, 0.78% active; in the data active = inhibition above about 26%; also: some compounds past the cut are filed as inactive
STEP block – STEP (human) phosphatase inhibition; P54829; recombinant STEP, OMFP fluorogenic substrate, fluorescence; inhibition, % at 20 µM; 360,000 tested, 0.25% active; AID 588621;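 active = inhibition at 20 µM, scaled per plate between control wells, above about 37%, limit read from the data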;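 also: 0% = DMSO with enzyme and substrate and 100% = substrate only without enzyme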
Target sequence (P54829 whole entry, looked up): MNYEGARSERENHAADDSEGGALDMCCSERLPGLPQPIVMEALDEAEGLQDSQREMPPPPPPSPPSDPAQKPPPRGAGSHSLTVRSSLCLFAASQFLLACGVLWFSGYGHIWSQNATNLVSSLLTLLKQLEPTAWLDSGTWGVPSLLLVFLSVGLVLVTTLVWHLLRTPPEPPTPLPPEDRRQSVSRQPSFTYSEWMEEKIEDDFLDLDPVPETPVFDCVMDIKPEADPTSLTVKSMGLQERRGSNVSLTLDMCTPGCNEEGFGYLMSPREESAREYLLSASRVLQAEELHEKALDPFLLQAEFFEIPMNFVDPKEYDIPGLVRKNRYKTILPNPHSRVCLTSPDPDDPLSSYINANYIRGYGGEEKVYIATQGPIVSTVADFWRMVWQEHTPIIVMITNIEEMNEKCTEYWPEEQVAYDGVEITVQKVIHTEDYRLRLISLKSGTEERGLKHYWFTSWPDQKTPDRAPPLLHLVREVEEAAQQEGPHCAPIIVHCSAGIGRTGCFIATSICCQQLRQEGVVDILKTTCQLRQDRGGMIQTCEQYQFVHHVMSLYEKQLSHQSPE
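Also added – OMFP at 25 µM · Test system – STEP tyrosine phosphatase · Technique – FITC-channel fluorescence of OMFP product · Schedule – 20 min at room temperature, dark · Evaluation – control-normalized % inhibition with plate pattern correction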
CSN deneddyl inh – blocks human CSN-mediated cullin deneddylation | Q92905 | Purified CSN, SCF-Nedd8-OG deneddylation, fluorescence polarization | inhibition, % at 12.5 µM | 360,000 tested, 0.38% active | AID 651999;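 active = pattern-corrected inhibition above about 35%, with an unprinted fluorescence ratio check between 0.5 and 1.5, limit read from the data, passing the limit was not always enough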;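 also: 0% = enzyme with substrate and 100% = substrate without enzyme; some results filed as inactive read as strong as hits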
Target sequence (Q92905 whole entry, looked up, one chain of several): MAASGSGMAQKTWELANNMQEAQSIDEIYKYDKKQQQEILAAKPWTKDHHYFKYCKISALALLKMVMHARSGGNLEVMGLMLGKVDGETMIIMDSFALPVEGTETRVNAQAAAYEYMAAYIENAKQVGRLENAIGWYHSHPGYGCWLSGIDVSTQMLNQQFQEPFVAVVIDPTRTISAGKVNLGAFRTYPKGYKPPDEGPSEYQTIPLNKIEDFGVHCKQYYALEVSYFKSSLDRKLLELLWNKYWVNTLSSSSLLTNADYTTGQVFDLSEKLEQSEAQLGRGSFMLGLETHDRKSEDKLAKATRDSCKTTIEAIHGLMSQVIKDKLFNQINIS
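Test system: purified human Csn5 enzyme expressed in HEK293T cells. Amount: 0.24 nM enzyme. Reagent: SCFSkp2-Nedd8OG substrate at 10 nM final. Schedule: 90 min incubation of compound, enzyme and substrate at room temperature. Detection: fluorescence polarization. Read-out: % inhibition of substrate cleavage by Csn5.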
DNMT1 inh – DNMT1 (human) enzyme inhibition. AID 588458. 360,000 tested, 0.83% active. DNMT1 molecular beacon, Hinp1I cleavage, fluorescence. inhibition (reported as % activation of signal), % at 10 µM; in the data active = inhibition above about 50%
MsrA inhibitor – bovine MsrA inhibition; purified bovine MsrA, absorbance read-out; inhibition, % at 15.5 µM; 360,000 tested, 0.75% active; AID 651718; in the data active = inhibition above about 4.5%;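 also: 0% = vehicle wells with enzyme and 100% = reference inhibitor wells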
Rpn11 block – Rpn11 (human) deubiquitinase inhibition. O00487. human 26S proteasome, Ub4-pepOG fluorescence polarization; 20S core pre-blocked with epoxomicin. calls only at 20 µM. 360,000 tested, 0.59% active. AID 588493;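 active = inhibition at 20 µM, scaled to each plate's controls, above about 33%, limit read from the data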
SUMO1 PPI mod – SUMO1-SIM interaction modulation; P63165; SUMO1 binding to a labelled peptide, TR-FRET, 1 h; inhibition, % at 20 µM; 360,000 tested, 0.33% active; AID 602429; in the data active = inhibition above about 37%
TbMetRS inhib – Trypanosoma brucei MetRS inhibition. purified T. brucei MetRS, ATP depletion, Kinase-Glo luminescence. inhibition, % at 11.9 µM. 360,000 tested, 0.4% active. AID 624268;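 active = inhibition above a per-plate cutoff of the control wells' mean inhibition plus 3 SD, cut at about 5.5% in these data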;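 also: 0% = DMSO wells median and 100% = median of wells with control inhibitor compound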
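Material: parasite MetRS enzyme / Replication: singlicate, one well per compound / Signal: luminescence of leftover ATP / Schedule: 2 h aminoacylation at 25 °C after 15 min preincubation / Medium: HEPES-MgCl2-KCl buffer plus DTT, spermine, BSA, pyrophosphatase / Doses: 11.9 µM single point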
LMPTP inh – LMPTP (human) inhibition; 360,000 tested, 0.22% active; P24666; AID 651560; recombinant LMPTP-A, OMFP fluorogenic substrate, fluorescence intensity; inhibition, % at 20 µM;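 active = compounds that cut the enzyme signal by at least half of the control window in the single-dose screen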;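 also: plate controls were DMSO wells with enzyme plus substrate for no effect and substrate without enzyme for full effect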
Target sequence (P24666 whole entry, looked up): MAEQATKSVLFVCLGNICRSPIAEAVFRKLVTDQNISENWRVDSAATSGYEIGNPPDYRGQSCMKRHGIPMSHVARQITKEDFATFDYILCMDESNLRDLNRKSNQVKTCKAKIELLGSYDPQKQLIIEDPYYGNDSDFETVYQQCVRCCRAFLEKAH
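Material: LMPTP-A; amount: 0.625 nM enzyme; doses: single 20 µM dose; times: reaction 50 min, room temperature, dark; technique: fluorescence intensity of OMFP turnover product; benchmarks: no-enzyme and uninhibited controls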
Scp-1 inhibitor – inhibitors of human Scp-1 phosphatase; inhibition, % at 20 µM; Recombinant Scp1, phosphopeptide, malachite green phosphate absorbance; AID 493091; 340,000 tested, 0.88% active;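 active = inhibition above about 50% at 20 µM, limit read from the data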;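 also: plate controls were DMSO wells with enzyme for no effect and wells lacking enzyme for full effect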
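System: SCP-1 catalytic domain; Reagent: Phospho 17-mer peptide substrate; Doses: one concentration, 20 µM, with 1.0% DMSO; Incubation: 45 min room-temperature reaction, 5 min colour, 30 min stabiliser; Signal: Phosphate-binding colour reagent, absorbance read at 630 nm.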
Active calls of the source: *; i = inactive; / = not tested or not shown.

Start of the data: the first 2 entries, ahead of the listing:
1	COc1ccc([C@H]2CC(=O)C=C(c3ccc(OC)c(OC)c3)C2)cc1
2	CCc1sc(C(=O)Nc2ccc3c(c2)OCO3)cc1C
entry no.	1	2
NadD block	-13	8
STEP block	3	0
CSN deneddyl inh	-4	4
DNMT1 inh	10	2
MsrA inhibitor	2.9	2.8
Rpn11 block	i	i
SUMO1 PPI mod	-43	1
TbMetRS inhib	-0.3	-0.4
LMPTP inh	1.4	5.1
Scp-1 inhibitor	8	-5

Main list, previewed entries included:
1	COc1ccc([C@H]2CC(=O)C=C(c3ccc(OC)c(OC)c3)C2)cc1
2	CCc1sc(C(=O)Nc2ccc3c(c2)OCO3)cc1C
3	COc1ccc(OC)c(NC(=O)CSc2nnc(-c3ccco3)o2)c1
4	O=C(N/N=C1\CC(c2ccccc2)Oc2ccccc21)c1ccc(O)cc1 (centres undefined)
5	O=C(CCNC(=O)Cn1ccc2ccccc2c1=O)NCc1ccccn1
6	COc1cc(CC(=O)OCC(=O)c2c[nH]c3ccccc23)cc(OC)c1OC
7	Cn1c2ccccc2c2cc(C(=O)NNS(=O)(=O)c3ccc(F)cc3)sc21
8	CCC(C)[C@H](N)c1cn([C@@H](Cc2ccc(O)cc2)C(=O)N2CCNCC2)nn1 (some centres undefined)
entry no.	1	2	3	4	5	6	7	8
NadD block	-13	8	0	4	0	4	15	-6
STEP block	3	0	-2	-1	0	-2	-2	0
CSN deneddyl inh	-4	4	-1	-7	1	1	3	-4
DNMT1 inh	10	2	1	-3	0	-19	-16	7
MsrA inhibitor	2.9	2.8	0.9	0.7	1.0	0.2	1.4	0.0
Rpn11 block	i	i	i	i	i	i	i	i
SUMO1 PPI mod	-43	1	2	-4	2	5	6	-2
TbMetRS inhib	-0.3	-0.4	-0.3	0.1	-0.3	-0.1	0.3	-0.4
LMPTP inh	1.4	5.1	0.8	1.3	-0.1	0.0	1.4	-3.7
Scp-1 inhibitor	8	-5	-4	-5	-6	-8	-8	-2

9	Cc1ccc(NC(=O)C2(C)CCN2C2Cc3ccccc3C2)cc1 (centres undefined)
10	COc1cc(=O)oc(CCC(C)O)c1C (centres undefined)
11	Cc1c(NS(=O)(=O)c2ccc3c(c2)NC(=O)CC(=O)N3)cccc1[N+](=O)[O-]
12	C#CCOC(=O)Nc1cnccc1C(F)(F)F
13	C(=N\c1nc2ccccc2[nH]1)/c1cccs1
14	CC(=O)Nc1ccc2c(c1)N(S(=O)(=O)c1cccs1)CCC2
15	Cc1ccc(Oc2coc3cc(O)ccc3c2=O)cc1
16	O=C1CCCN1CCCNC(=S)Nc1ccc(F)cc1
entry no.	9	10	11	12	13	14	15	16
NadD block	2	4	-6	-2	-6	-1	-1	1
STEP block	-2	-1	-1	-2	1	-1	-2	43*
CSN deneddyl inh	1	-2	1	1	-3	-1	0	0
DNMT1 inh	-6	5	2	3	-2	-1	-18	2
MsrA inhibitor	0.4	-0.4	-0.2	2.3	-0.6	1.3	0.1	-2.0
Rpn11 block	i	i	i	i	i	i	i	i
SUMO1 PPI mod	1	2	-7	4	-6	1	3	1
TbMetRS inhib	0.2	0.2	0.2	-0.6	0.0	0.2	-0.7	-1.1
LMPTP inh	1.7	-0.8	-0.1	-2.9	0.1	-1.9	-0.3	-0.5
Scp-1 inhibitor	/	1	-5	-13	-6	-3	-7	6

17	COC(=O)c1[nH]c(C)c(/C(O)=C2\C(=O)C(=O)N(CCN(C)C)C2c2cccc(OC)c2OC)c1C (centres undefined)
18	CCCn1cnc2sc(CC)cc2c1=O
19	CCOC(=O)C1C(=O)CC(C)(O)C(C(=O)OCC)C1c1ccco1 (centres undefined)
20	O=C1NCCN/C1=C\C(=O)c1ccc(Cl)cc1
21	C=CCOC(=O)C(C(=O)Cc1ccccc1)c1ccccc1 (centres undefined)
22	Cc1cc(C)cc(NC(=S)NCCN(C2CCCCC2)C2CCCC2)c1
23	CSc1nc(-c2ccc(Cl)cc2)nc(N)c1C#N
24	Cc1ccc(NC(=O)CSc2nnc(Cc3csc(C)n3)o2)cc1
entry no.	17	18	19	20	21	22	23	24
NadD block	6	-4	3	-5	-3	-7	3	7
STEP block	1	1	-2	-1	3	2	0	2
CSN deneddyl inh	4	-2	4	-2	-3	2	-4	3
DNMT1 inh	-2	1	3	-5	-6	0	13	1
MsrA inhibitor	3.4	-0.2	-2.2	2.7	-0.3	-0.3	-0.7	0.9
Rpn11 block	i	i	i	i	i	i	i	i
SUMO1 PPI mod	1	2	-1	-33	6	-2	-5	5
TbMetRS inhib	-0.1	-0.4	0.0	-0.3	-0.1	-0.5	0.8	-0.3
LMPTP inh	-1.1	-1.1	-0.4	-0.3	0.1	-1.6	1.3	-0.2
Scp-1 inhibitor	-7	-4	3	-14	-12	15	0	7

25	Cc1cccc(C)c1N1C(=O)CN(Cc2ccccc2)C1=S
26	Cc1c(N=C/C=C/c2ccccc2)c(=O)n(-c2ccccc2)n1C
27	CC1CC(CC(=O)NC(=S)Nc2ccccc2Cl)C(=O)O1 (centres undefined)
28	COc1ccc(-c2nn(CC(=O)Nc3ccc(Cl)c(Cl)c3)c(=O)c3ccccc23)cc1
29	CCC(CC)C(=O)N1CCN(c2ccccc2)CC1
30	Cc1cccc(CCNC(=O)CN(C)S(=O)(=O)c2cnc[nH]2)c1
31	COc1ccc(-n2nc(C)c3c(=O)c4c([nH]c32)CCCC4)cc1
32	COc1ccc(C2CC(c3ccc(C)o3)=NN2C(C)=O)cc1 (centres undefined)
entry no.	25	26	27	28	29	30	31	32
NadD block	-10	6	-1	16	-1	4	-1	1
STEP block	-3	-3	-2	6	-2	-1	-2	-1
CSN deneddyl inh	-1	0	2	2	4	-3	-1	-3
DNMT1 inh	0	1	3	-17	1	1	0	-3
MsrA inhibitor	0.4	3.4	-0.5	1.9	-1.0	-1.3	-0.3	1.3
Rpn11 block	i	i	i	i	i	i	i	i
SUMO1 PPI mod	-8	-21	2	5	-1	2	18	-5
TbMetRS inhib	-1.0	-0.7	-0.4	-0.4	0.5	-0.3	-1.1	-0.5
LMPTP inh	-1.1	-2.0	-1.2	2.9	-2.7	-0.2	-0.4	-0.4
Scp-1 inhibitor	-13	-6	3	-5	-2	-5	-10	7

33	Nc1c(C(=O)N2CCCCC2)sc2nc3c(cc12)CCCC3
34	COC(=O)c1cnc(Nc2ccc(Cl)cc2)c([N+](=O)[O-])c1
35	CCc1ccccc1N1C[C@@]23C=C[C@@H](O2)C(C(=O)OCC(C)C)[C@H]3C1=O (some centres undefined)
36	CCCC(=O)N1CCC1(C)C(=O)NS(=O)(=O)c1ccccc1 (centres undefined)
37	COc1ccc(/C(C)=N/NC(=O)CN(c2ccc(OC)cc2)S(=O)(=O)c2ccccc2)cc1
38	CC(=O)C1=C(O)C(=O)N(CCC(=O)O)C1c1ccc(Cl)cc1Cl (centres undefined)
39	OCCC1CN(Cc2cccc(O)c2)CCN1CCc1ccccc1 (centres undefined)
40	C/C=C/c1ccc(Oc2nnnn2-c2ccc(C(N)=O)cc2)c(OC)c1
entry no.	33	34	35	36	37	38	39	40
NadD block	3	2	0	1	-5	1	-1	-5
STEP block	1	-2	-1	-3	1	-3	0	7
CSN deneddyl inh	-4	4	1	-11	1	-3	-2	-6
DNMT1 inh	-4	11	11	0	10	2	5	-17
MsrA inhibitor	-1.0	1.5	-1.1	1.2	0.1	2.9	1.1	0.4
Rpn11 block	i	i	i	i	i	i	i	i
SUMO1 PPI mod	-10	-19	2	-3	1	-2	0	3
TbMetRS inhib	-0.6	1.6	-0.3	1.0	-0.6	-0.5	-1.0	-1.2
LMPTP inh	1.5	0.4	-2.1	-1.8	0.0	-0.9	2.5	-0.1
Scp-1 inhibitor	-3	-7	-11	/	5	16	4	-12

41	O=C(CSc1nc(-c2ccccc2)cs1)NC(=O)NCc1ccco1
42	O=C(O)/C=C\C(=O)Nc1ccc(OC(F)F)cc1
43	O=S(=O)(Cc1ccccc1)NCC1CCCN(Cc2cccc3nonc23)C1 (centres undefined)
44	CC1CCCCN1CCNC(=O)CN1C(=O)CSc2ccc(S(=O)(=O)N3CCCCC3)cc21 (centres undefined)
45	CCn1cc(C(=O)Nc2cccc(NC(C)=O)c2)c2cc(OC)c(OC)cc2c1=O
46	CC(=O)NS(=O)(=O)c1ccc(NC(=S)NC(=O)C(C)(C)C)cc1
47	CSc1ccccc1NC(=O)COC(=O)CCc1ccccc1
48	COc1ccc(CC(=O)Nc2cc(S(C)(=O)=O)ccc2Cl)cc1S(=O)(=O)N1CCOCC1
49	Cc1nc2sc(C(c3cccs3)N3CC(C)CC(C)C3)c(O)n2n1 (centres undefined)
50	CCCS(=O)(=O)N1CCN(C(=O)c2ccco2)CC1
51	O=C(NCCN1CCNC1=O)c1ccc2sc([C@@H]3O[C@H](CO)[C@H](O)[C@H](O)[C@H]3O)nc2c1
entry no.	41	42	43	44	45	46	47	48	49	50	51
NadD block	-6	1	-4	-1	8	10	-1	-3	-6	-3	-5
STEP block	1	-1	-1	-3	2	-1	0	3	-4	-1	-1
CSN deneddyl inh	6	-1	0	0	-6	1	-2	-1	-9	3	0
DNMT1 inh	-8	1	2	3	-3	-1	0	6	2	-1	0
MsrA inhibitor	3.4	-1.5	0.0	-0.1	2.4	-0.4	-0.2	0.4	1.4	-0.4	0.5
Rpn11 block	i	i	i	i	i	i	i	i	i	i	i
SUMO1 PPI mod	4	0	-19	-3	-2	0	6	-13	-18	-5	-3
TbMetRS inhib	-1.0	-0.9	-0.8	0.1	-1.1	-1.3	-0.2	-0.1	-0.7	0.2	-0.2
LMPTP inh	1.3	-1.1	0.3	-4.1	1.5	-1.1	0.3	-1.1	-1.7	-1.7	-2.4
Scp-1 inhibitor	-5	1	-6	5	-4	-8	-3	-7	-17	-2	/

Four of the compounds above, with two lines to a compound.
Fields: NadD block	STEP block	CSN deneddyl inh	DNMT1 inh	MsrA inhibitor	Rpn11 block	SUMO1 PPI mod	TbMetRS inhib	LMPTP inh	Scp-1 inhibitor
43	O=S(=O)(Cc1ccccc1)NCC1CCCN(Cc2cccc3nonc23)C1 (centres undefined)
 : -4	-1	0	2	0.0	i	-19	-0.8	0.3	-6
47	CSc1ccccc1NC(=O)COC(=O)CCc1ccccc1
 : -1	0	-2	0	-0.2	i	6	-0.2	0.3	-3
44	CC1CCCCN1CCNC(=O)CN1C(=O)CSc2ccc(S(=O)(=O)N3CCCCC3)cc21 (centres undefined)
 : -1	-3	0	3	-0.1	i	-3	0.1	-4.1	5
48	COc1ccc(CC(=O)Nc2cc(S(C)(=O)=O)ccc2Cl)cc1S(=O)(=O)N1CCOCC1
 : -3	3	-1	6	0.4	i	-13	-0.1	-1.1	-7
